# E-sel TNF inh – TNF alpha driven E-selectin expression inhibition; inhibition, % at 2 µM; HUVEC TNFa-induced E-selectin immunofluorescence, high content; AID 1246; 120,000 tested, 0.71% active;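 active means inhibition above the batch mean plus 3 SD, and confirmed as a hit on visual image review, cut at about 43% in these data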;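 further: 0% = TNF-stimulated DMSO wells and 100% = unstimulated control wells; not every result past the cut was called active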
# PTEN del growth – suppresses growth of cells with PTEN deletion; viability, % at 10 µM; 140,000 tested, 1.2% active; HCT116 PTEN-null viability, CellTiter-Glo, 60 h; active compounds read low;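 active means viability at or below a set limit, 4 SD under the median of all tested compounds, cut at about 3.7% in these data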;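 further: PTEN knockout HCT116 line with beta catenin targeted HCT116 as companion control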
# BB579 growth dn – yeast BB579 growth reduction in restrictive medium | S. cerevisiae BB579 growth, OD615, 48 h | 140,000 tested, 0.51% active | inhibition, % at 10 µM;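 active means inhibition above a set limit, 3 SD over the mean compound inhibition, cut at about 44% in these data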; further: inactives centre near -24
#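 System: Saccharomyces cerevisiae DeaD strain BB579, replicative lifespan model yeast | Buffer or medium: Restrictive glucose-based CSMM-D medium | Times: 4 h preincubation and 48 h exposure at 30 °C | Detection: OD615 turbidity measurement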
# MRP1 act – MRP-1 activation; H69AR cells + doxorubicin, viability rescue, CellTiter-Glo; viability increase, % at 10 µM; 140,000 tested, 0.61% active; AID 799;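 active means viability gain under doxorubicin at or above a set limit, the compound median plus 3 SD, cut at about 4.7% in these data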;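 further: MRP-1 overexpressing cells given doxorubicin 25 µM after compound pretreatment; 18-22 h compound pretreatment then 72 h with doxorubicin before readout; 0% = doxorubicin-only wells and 100% = vehicle-treated cells without doxorubicin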
# Yeast life ext – extends the lifespan of yeast; S. cerevisiae growth with nicotinamide, OD615; deaD strain in restrictive glucose medium; inhibition of the nicotinamide effect, % at 10 µM; 130,000 tested, 0.68% active; AID 775;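 active means inhibition above a set limit, placed 3 SD over the median of all compounds, cut at about 26% in these data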;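 further: 0% = nicotinamide-treated wells and 100% = cells grown without nicotinamide; some compounds called inactive have numbers as strong as hits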
#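 Material: Modified budding yeast, DeaD strain | Medium: Restrictive glucose medium | Probe or stimulus: 1.5 mM nicotinamide | Dosing: Single dose 10 µM compound, 0.25% DMSO | Times: 48 h at 30 °C | Technique: OD615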
# Measles CPE – protection of cells from measles virus; Measles virus-infected cells, CPE protection, absorbance; protection (pct of control), % at 4 µM; 140,000 tested, 1.5% active; in the data active means protection mostly above about 24%, no sharp cut-off; inactive means mostly below about 26%; further: some compounds called inactive have numbers as strong as hits
# GALR2 antag – antagonists of human galanin receptor 2 (GALR2) | inhibition, % at 4 µM | O43603 | 140,000 tested, 0.39% active | GALR2-expressing cells, antagonist mode; in the data active means inhibition above about 27%;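 further: cells stimulated with galanin 1-16 at roughly its EC80; 0% = agonist challenge control and 100% = basal control without agonist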
# Target sequence (O43603 whole entry, looked up): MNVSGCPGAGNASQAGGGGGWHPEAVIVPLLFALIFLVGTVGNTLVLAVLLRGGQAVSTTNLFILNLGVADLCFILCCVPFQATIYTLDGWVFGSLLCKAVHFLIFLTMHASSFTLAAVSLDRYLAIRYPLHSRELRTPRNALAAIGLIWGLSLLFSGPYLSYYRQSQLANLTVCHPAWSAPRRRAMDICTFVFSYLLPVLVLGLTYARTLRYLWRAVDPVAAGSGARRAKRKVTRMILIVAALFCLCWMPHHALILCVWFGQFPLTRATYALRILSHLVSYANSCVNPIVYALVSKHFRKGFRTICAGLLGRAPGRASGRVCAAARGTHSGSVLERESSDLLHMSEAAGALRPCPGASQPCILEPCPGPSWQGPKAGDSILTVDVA
# NPY-Y2 antag – blocks the human neuropeptide Y Y2 receptor | P49146 | NPY-Y2 expressing cells, antagonist mode | inhibition, % at 2.7 µM | 140,000 tested, 0.99% active | AID 793; in the data active means inhibition above about 17%;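 further: 0% = vehicle with agonist challenge and 100% = reference antagonist with challenge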
# Target sequence (P49146 whole entry, looked up): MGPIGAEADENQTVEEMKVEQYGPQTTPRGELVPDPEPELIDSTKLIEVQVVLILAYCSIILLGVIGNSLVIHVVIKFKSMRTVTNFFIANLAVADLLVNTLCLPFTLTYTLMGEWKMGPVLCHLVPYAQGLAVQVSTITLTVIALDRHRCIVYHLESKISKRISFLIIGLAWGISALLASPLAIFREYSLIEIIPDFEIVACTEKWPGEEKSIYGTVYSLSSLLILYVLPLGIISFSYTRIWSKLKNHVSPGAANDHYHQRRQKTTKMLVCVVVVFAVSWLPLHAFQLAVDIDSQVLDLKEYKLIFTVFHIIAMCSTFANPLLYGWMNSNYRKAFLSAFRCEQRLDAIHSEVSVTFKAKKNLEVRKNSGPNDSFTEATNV
# bCat KO growth – beta-catenin-lacking colon tumor cell growth suppression; viability, % at 10 µM; HCT116 beta-catenin knockout viability, CellTiter-Glo, 60 h; active compounds read low; AID 818; 140,000 tested, 1.5% active;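 active means viability at or under a set limit, the compound median less 4 SD, cut at about 6% in these data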;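 further: 0% = Hyamine 1622 control at 20 µM and 100% = untreated cell control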
# Phagocyt inh – blocks phagocytosis by macrophages; J774A.1 macrophage IgG-bead phagocytosis, imaging; inhibition, % at 5 µM; 110,000 tested, 0.07% active; AID 1029;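 active means inhibition above the mean of the plate negative controls plus 5 SD, cut at about 13% in these data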;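 further: phagocytic index as fraction of beads internalized from green versus red external bead signal; plate controls were DMSO negative control for no effect and cytochalasin-D positive control for full effect; some results beyond the cut were filed as inactive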
# An asterisk follows results filed as active; nt = not tested or not shown. Compounds were not picked by outcome, and some 6.1% of all compounds hit somewhere here.
no.	compound	E-sel TNF inh	PTEN del growth	BB579 growth dn	MRP1 act	Yeast life ext	Measles CPE	GALR2 antag	NPY-Y2 antag	bCat KO growth	Phagocyt inh
1	CCN1C(=O)CSc2ccc(C(=O)NCc3ccccc3OC)cc21	16	86	-13	-2.8	-31	22	6	-1	87	nt
2	CCn1nc(C)c(NC(=O)c2cc(Br)ccc2Cl)c1C	-25	94	-18	-3.4	0	14	2	4	94	1
3	c1ccc2c(c1)ncn2CCC1CCCCC1	-24	96	-30	-1.7	17	6	8	6	90	1
4	Cc1ccc(C2CC2c2n[nH]c(=S)n2-c2cccc(Cl)c2)cc1 (centres undefined)	nt	89	-17	-0.7	-2	25	-8	6	84	-3
5	COc1ccc(CCN(C)C(=O)CN2C(=O)c3ccccc3S2(=O)=O)cc1OC	-5	110	-63	-0.3	9	13	-29	-2	98	0
6	CCOC(=O)N1CCC(NC(=O)CS(=O)(=O)Cc2nc(-c3cccc(OC)c3)oc2C)CC1	-9	88	-35	-0.5	-27	5	-8	2	86	-5
7	O=[N+]([O-])c1ccc(COc2cccc(CNc3ccc(Br)cc3)c2)cc1	-19	70	-38	2.6	7	6	-9	1	67	-16
8	CCN(CC)c1c2c(c(C#N)c3nc4ccccc4n13)CCC2	11	85	-30	-4.6	nt	3	4	3	89	nt
9	Brc1ccccc1/C=N/Nc1ccc2ccccc2n1	nt	51	-46	-2.4	-5	9	14	8	54	-1
10	COCc1c(C(=O)OCC(=O)c2c(N)n(CC(C)C)c(=O)n(C)c2=O)oc2ccccc12	-56	69	-45	-1.1	-10	4	8	3	68	1
11	COc1ccc(NS(=O)(=O)c2ccc(N3CCOCC3)c(NC(=O)c3ccc(F)cc3)c2)cc1	nt	33	-35	-2.1	0	5	-4	4	48	-4
12	Cc1nn(-c2ccccc2)c(Cl)c1C(=O)Nc1nnc(C2CCCC2)s1	-2	97	-26	-1.4	-5	3	-6	2	91	3
13	CCOC(=O)c1c(N)sc(N)c1C(=O)OCC	10	95	-54	-1.4	6	17	-1	1	89	-2
14	COc1cccc(C(=O)N/N=C/c2ccc(Oc3ccc([N+](=O)[O-])cn3)c(OC)c2)c1	nt	36	-1	-3.3	-6	2	-5	4	34	4
15	Cc1cccc(/C=N/NC(=O)c2cc(-c3cccnc3)nc3c2c(C)nn3-c2ccccc2)c1	-25	82	-5	-4.5	-6	17	-5	0	76	-11

# Compounds 3 through 12 of the list above:
no.	compound	E-sel TNF inh	PTEN del growth	BB579 growth dn	MRP1 act	Yeast life ext	Measles CPE	GALR2 antag	NPY-Y2 antag	bCat KO growth	Phagocyt inh
3	c1ccc2c(c1)ncn2CCC1CCCCC1	-24	96	-30	-1.7	17	6	8	6	90	1
4	Cc1ccc(C2CC2c2n[nH]c(=S)n2-c2cccc(Cl)c2)cc1 (centres undefined)	nt	89	-17	-0.7	-2	25	-8	6	84	-3
5	COc1ccc(CCN(C)C(=O)CN2C(=O)c3ccccc3S2(=O)=O)cc1OC	-5	110	-63	-0.3	9	13	-29	-2	98	0
6	CCOC(=O)N1CCC(NC(=O)CS(=O)(=O)Cc2nc(-c3cccc(OC)c3)oc2C)CC1	-9	88	-35	-0.5	-27	5	-8	2	86	-5
7	O=[N+]([O-])c1ccc(COc2cccc(CNc3ccc(Br)cc3)c2)cc1	-19	70	-38	2.6	7	6	-9	1	67	-16
8	CCN(CC)c1c2c(c(C#N)c3nc4ccccc4n13)CCC2	11	85	-30	-4.6	nt	3	4	3	89	nt
9	Brc1ccccc1/C=N/Nc1ccc2ccccc2n1	nt	51	-46	-2.4	-5	9	14	8	54	-1
10	COCc1c(C(=O)OCC(=O)c2c(N)n(CC(C)C)c(=O)n(C)c2=O)oc2ccccc12	-56	69	-45	-1.1	-10	4	8	3	68	1
11	COc1ccc(NS(=O)(=O)c2ccc(N3CCOCC3)c(NC(=O)c3ccc(F)cc3)c2)cc1	nt	33	-35	-2.1	0	5	-4	4	48	-4
12	Cc1nn(-c2ccccc2)c(Cl)c1C(=O)Nc1nnc(C2CCCC2)s1	-2	97	-26	-1.4	-5	3	-6	2	91	3

# Later entries
no.	compound	E-sel TNF inh	PTEN del growth	BB579 growth dn	MRP1 act	Yeast life ext	Measles CPE	GALR2 antag	NPY-Y2 antag	bCat KO growth	Phagocyt inh
16	Cc1nc2cc(NC(=O)Nc3nccs3)ccc2n1C	-10	108	-43	-0.5	-15	0	9	0	97	0
17	O=S(=O)(c1ccccc1)c1nc(-c2ccccc2Cl)oc1NCCN1CCOCC1	1	78	-33	-0.5	-16	4	-12	4	88	0
18	Cc1ccc(-n2nnnc2SCC(=O)Nc2ncc(Cc3ccccc3Cl)s2)cc1	13	98	-17	-5.6	0	28	-14	1	59	-3
19	C#CCOCCOCCOCCNc1nc(N2CCN(C(=O)Cn3cc(CCCCN)nn3)CC2)nc(N2CCN(C(=O)Cn3cc(CCCCN)nn3)CC2)n1	5	99	9	0.0	7	4	-4	1	90	nt
20	Cc1cc(NC(=O)c2noc3c2CCCC3)no1	8	104	-43	0.1	-18	1	0	1	94	1
21	COc1ccc(S(=O)(=O)N2CCN(C(=O)c3c(-c4ccccc4)noc3C)CC2)cc1	4	95	-8	-4.7	-6	17	4	0	94	-3
22	CCOC(=O)C1=C(O)/C(=C/c2cc(OC)c(OC)c(OC)c2)N=C1C	-15	81	-35	-3.3	-12	19	8	-1	99	2
23	COc1ccc(CNC(=O)CS(=O)Cc2nc(-c3ccccc3C)oc2C)cc1 (centres undefined)	nt	90	-31	-1.8	-3	24	-7	5	94	-1
24	COC(=O)c1cn(CCOc2ccccc2)c2ccccc12	nt	89	10	2.9	-9	1	-3	2	87	-1
25	CCS(=O)(=O)C(=C(Nc1ccc(OC)cc1)Nc1ccc(OC)cc1)S(=O)(=O)CC	-7	nt	-26	-0.7	-7	11	7	1	100	nt
26	COc1ccc2cc(CCNC(=O)C3CCCC3)c(=O)[nH]c2c1	-24	111	21	-2.3	-3	11	6	0	103	-1
27	CCOC(=O)c1c(/N=C/C2=C(O)CC(C)(C)CC2=O)sc(C)c1C	nt	99	-34	-2.8	-1	52*	0	1	98	nt
28	CN(C)c1ccc(NC(=O)CSc2nc3c(c(=O)[nH]2)CCCC3)cc1	-37	108	-47	-0.6	1	10	13	2	94	-1
29	O=C(CCSCc1cccc(Cl)c1)NCCC1=CCCCC1	nt	102	-25	-1.2	2	17	-9	7	98	-7
30	C=CCSc1nnc(NC(=O)c2ccc(Cl)nc2)s1	7	109	-45	0.8	-2	1	3	-1	100	0
31	O=c1c(Cl)c(N/N=C/c2ccc(Br)cc2)cnn1-c1ccccc1	15	81	-20	-6.0	-15	3	1	6	88	-1
32	Cn1c(=O)n(C)c2cc(/C=C3/SC(=O)N(CC(=O)N4CCOCC4)C3=O)ccc21	-4	86	-14	-0.7	-1	8	3	-1	66	-2
33	CC(=O)NC1(C(F)(F)F)C(=O)N(Cc2ccccc2)C2=C1C(=O)CC(C)(C)C2 (centres undefined)	30	103	-24	-1.1	-17	6	10	1	103	nt
34	COc1ccc(/C=N/NC(=O)OC(C)(C)C)cc1OC	nt	89	-4	0.1	-5	5	-8	2	83	-7
35	Cc1ccc(CNC(=O)C2CC(c3cccc([N+](=O)[O-])c3)=NO2)cc1 (centres undefined)	-7	97	-17	-1.5	-26	17	3	8	115	-2
36	Cc1ccc(NC2=NCCCCC2)cc1	-6	105	-50	-0.6	-5	15	-10	1	93	-1
37	Cc1cc(/C=C(\C#N)c2nc3ccccc3[nH]2)c(C)n1C	nt	65	-39	-0.8	3	4	12	1	67	nt
38	CC1(C)CC(=O)C2=C(C1)N(Cc1ccco1)C(=O)C2(NC(=O)c1ccc(Cl)cc1Cl)C(F)(F)F (centres undefined)	-5	97	-33	-1.8	-15	9	1	0	94	nt
39	Cc1cc(C)nc(/N=c2/ssnc2Cl)c1	2	12	22	-5.7	0	18	10	5	41	1
40	CCOC(=O)CCNc1n[nH]c(=O)[nH]c1=O	-3	102	-37	0.4	1	3	0	1	104	2
41	CCc1nnc(NC(=O)c2cccc(OC)c2)s1	nt	94	-20	1.8	-17	5	-6	4	100	0
42	Cn1c(CNC(=O)c2ccco2)nnc1SCC(=O)Nc1ccc(Br)cc1F	nt	99	-39	-1.6	-3	5	-14	-1	94	-6
43	CCC(C)NC(=O)CN(c1ccc(OC)cc1)S(=O)(=O)c1ccc(NC(C)=O)cc1 (centres undefined)	-24	87	-33	-2.1	-2	21	14	0	89	0
44	COc1ccc(N2CCN(S(=O)(=O)c3ccc(C(=O)NCc4ccco4)cc3)CC2)cc1	-9	89	0	-4.5	-3	15	-4	2	86	nt
45	CCCCSc1nnc(-c2ccc(NC(=O)CCc3ccccc3)cc2)n1C	-44	101	-31	0.1	nt	18	-2	-1	92	nt
46	COc1cc(C2C(C#N)=C(N)Oc3cc(C)n(CCc4ccccc4)c(=O)c32)cc2c1OCO2 (centres undefined)	95*	100	-56	-1.7	22	6	-3	4	97	-5
47	CNC(=S)N1N=C(c2ccccc2)CC1c1ccc(OC)c(OC)c1 (centres undefined)	8	79	9	-2.6	1	6	-5	2	96	-2
48	COc1cc2c(cc1OC)C(C(=O)NCc1ccco1)C1c3ccccc3CCN1C2=O (centres undefined)	-71	98	-25	-3.0	-6	5	-1	2	98	1
49	CCN(CC)CCCNS(=O)(=O)c1ccc(OC)cc1	15	111	-28	-1.4	-15	4	-1	0	104	-1
50	CC(=O)c1c(C(C)=O)c(C)n(Cc2ccccc2)c1C	-24	87	-54	-2.7	-4	26	-8	1	82	0
51	CCCCOP(=O)(c1ccc(N(C)C)cc1)C(O)c1ccncc1 (centres undefined)	-25	113	-36	-1.2	0	4	-1	3	108	-1
52	Cc1cc(Nc2nc3ccccc3nc2Cl)n(-c2ccc([N+](=O)[O-])cc2)n1	8	38	-48	-2.9	-6	23	-11	8	20	0
53	COc1ccc(CN2CCN(C(=O)CC(C)C)CC2)cc1OC	3	98	-6	-1.8	-14	5	-9	2	96	nt
54	N#CC1=C(N)Oc2n[nH]c(-c3ccncc3)c2C1c1ccsc1 (centres undefined)	20	95	-77	0.7	10	15	0	4	87	0
55	CCS(=O)(=O)Nc1ccc(-c2ccc(NS(=O)(=O)CC)c(OC)c2)cc1OC	-10	98	-29	-2.9	-2	8	-3	0	93	nt
56	NC(=O)c1sc2nccc(Nc3ccccc3)c2c1N	-10	73	-24	-5.2	-30	3	-1	1	84	7
57	CC1=C(C#N)C(c2cccnc2)C2=C(CC(C)(C)CC2=O)N1 (centres undefined)	-24	103	-39	-0.8	-6	3	15	2	87	0
58	COC(=O)c1cc2n3ccccc3c(C)c(-c3ccccc3)c-2c1C(=O)OC	5	107	-32	-0.6	-1	2	-3	0	99	-1

# Screening data from PubChem.
